Screening data from PubChem.
mcGAS RapidFire – inhibitors of Mus musculus cyclic GMP-AMP synthase, initial high-throughput assay, cell-free, RapidFire MS. Q8C6L5. recombinant mouse cGAS, cGAMP by RapidFire MS. inhibition, % at 12.5 µM. 130,000 tested, 0.18% active. AID 1259397, 2018;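 active means inhibition of cGAS enzyme activity at or above 60%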;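 further: enzyme stimulated by 45 bp dsDNA with ATP and GTP substrates; cGAMP share of summed cGAMP plus half ATP and half GTP signals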
Target sequence (Q8C6L5 whole entry, looked up): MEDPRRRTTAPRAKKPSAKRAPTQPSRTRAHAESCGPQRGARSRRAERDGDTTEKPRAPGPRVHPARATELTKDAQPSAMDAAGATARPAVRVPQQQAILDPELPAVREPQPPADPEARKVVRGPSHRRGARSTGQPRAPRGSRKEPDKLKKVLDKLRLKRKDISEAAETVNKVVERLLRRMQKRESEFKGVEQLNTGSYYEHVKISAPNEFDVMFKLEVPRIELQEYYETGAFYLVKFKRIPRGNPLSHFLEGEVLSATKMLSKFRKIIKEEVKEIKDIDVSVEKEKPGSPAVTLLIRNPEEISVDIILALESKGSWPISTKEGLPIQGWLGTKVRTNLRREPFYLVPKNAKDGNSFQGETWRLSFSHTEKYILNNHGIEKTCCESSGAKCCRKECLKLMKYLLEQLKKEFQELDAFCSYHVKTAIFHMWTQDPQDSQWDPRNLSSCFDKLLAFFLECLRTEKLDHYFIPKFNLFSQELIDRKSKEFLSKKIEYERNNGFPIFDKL
Active calls of the source: *; & = joins results of further samples. An excerpt. The share of hits here may be higher or lower than overall.

compound,mcGAS RapidFire
Cc1ccc(C(=O)N(CC(C)C)CC2CN(Cc3ccc(F)cc3)CCO2)cc1 (configuration not stated),-7.2
Clc1ccc(-c2cc(Cl)ncn2)cc1,-6.4
Cc1cnn(C(C)C(C)NCc2ccc(N3CCOCC3)c(F)c2)c1 (configuration not stated),-3.1
Cc1cc(NC(=O)CN2CCC(Oc3c(C)cccc3C)CC2)on1,-11.3
CCOC(=O)N1CCN(C2CCCN(C(=O)c3cc4c(s3)CCCCC4)C2)CC1 (configuration not stated),-9.0&1.9
Cc1cn2c3c(=O)n(CC(N)=O)c(=O)n(C)c3nc2n1-c1ccc(N(C)C)cc1,-4.6
Cc1ccc(F)c(NC(=O)CN(Cc2ccccn2)CC2CCCO2)c1 (configuration not stated),-1.7
CC1(C)CN=C(SCCN2C(=O)c3ccccc3C2=O)NC1,2.2
Cc1ccccc1Oc1ncccc1CNC(=O)C1CCCN1S(C)(=O)=O (configuration not stated),-29.1
Cc1nc(N2CCNC(=O)C2)c2c(CC(C)C)csc2n1,-10.7
COC(=O)c1cc(S(=O)(=O)N(C)Cc2ncnn2C)cc(F)c1F,-7.8
CCc1nnsc1C(=O)NCCCCN1CCN(c2ccccc2)CC1,-1.8
O=C1CC(c2ccncc2Cl)c2cnn(Cc3ccco3)c2N1 (configuration not stated),-9.3
O=C1CC(c2cccc(F)c2)N(Cc2ccc(O)cc2)CCN1 (configuration not stated),-9.3
COc1ccc(NC(=O)C2(C)CCN2CC2CCCCC2)cc1OC (configuration not stated),-5.2
Cc1oc(-c2nc3ccccc3n2C)cc1C(=O)c1ccccc1,7.2
Cn1c(=O)c2c(ncn2CCCC(=O)Nc2nc(-c3cccs3)cs2)n(C)c1=O,2.7
CCc1nc2cc(NC(C)=O)cc(C(=O)N3CCCC(c4ccccc4C)C3)c2n1Cc1cccnc1 (configuration not stated),4.5
CCOC(=O)c1ccoc1COc1ccc(C#N)cc1Cl,3.5
Cc1n[nH]c(C)c1S(=O)(=O)N1CCc2ccccc21,-5.5
CC(CC(=O)c1cccc([N+](=O)[O-])c1)C(=O)O (configuration not stated),-7.3
Cc1ccc(P(C)(=O)c2ccc(C)cc2)cc1,-18.9
Cc1ccc(S(C)(=O)=O)cc1C(=O)N1CCC(c2c[nH]c3ccccc23)CC1,-2.8
O=C(CN1C(=O)C2CC=CCC2C1=O)NCCN1C(=O)SC(=Cc2ccccc2F)C1=O (configuration not stated),-2.3
CC(=O)c1ccc(N2CCCC2)cc1OCc1cccc(C)c1,-2.3
O=S(=O)(C=C(O)c1ccccc1)c1ccc(Cl)c(Cl)c1,-7.0
Cc1nc(CSCC(=O)Nc2ccc(C)c(Cl)c2)no1,2.9
COc1ccc(NC(=O)CC2OCC3CCCCN3C2=O)cc1 (configuration not stated),-3.7
O=C(CN1CCc2sccc2C1)Nc1cc(F)cc(F)c1,9.3
C=C(C)Cn1c(N2CCN(Cc3ccc(Cl)cc3Cl)CC2)nc2c1c(=O)[nH]c(=O)n2C,-8.1
CCOC(=O)CSc1nn(C)c(=S)s1,5.6
CC1COCC(C)N1CC(=O)NC(=O)NCCc1cccs1 (configuration not stated),-37.8
Cc1ccc(C)c2sc(N(Cc3cccnc3)C(=O)C3CCCN3S(C)(=O)=O)nc12 (configuration not stated),10.4
Cc1nnc(C(C)OC(=O)c2cc(Br)ccc2C)o1 (configuration not stated),-6.0
O=C(COC(=O)C1CCOCC1)NCc1ccco1,-12.5
COCCn1c(C)c(C)n2c3c(=O)n(CCCc4ccccc4)c(=O)n(C)c3nc12,-2.3
CCOC(=O)C1CCN(C(c2cccnc2)c2c(C)[nH]c3ccccc23)CC1 (configuration not stated),-9.5
COC(=O)c1ccc(F)c(NC(=O)c2cc(C)[nH]c2C)c1,-0.9
CCOC(=O)c1sc(=NC(=O)c2nc3ccccc3s2)n(C)c1C,-3.5
COc1ccc(CNC(=O)CCn2cnc3sc4c(c3c2=O)CCCC4)cn1,-5.5
CC(=O)OCC12COC(=O)C1(C)C1CCC2O1 (configuration not stated),3.4
CCOC(=O)N1CCN(C(=O)COC(=O)c2[nH]c(C)c(C(C)=O)c2C)CC1,1.7
COC(=O)c1ccc2c(c1)CN(C(=O)c1ccc(-n3cccc3)cc1)CC2,-3.0
CC(C)N1CCN(Cc2cccc3c2oc2ccccc23)CC1CCO (configuration not stated),-11.4
CN(Cc1cnc2ccccc2n1)c1nccc(CCC(F)(F)F)n1,-7.0
CC(=O)NCCNC(=O)c1nnc2n1CCN(C(=O)Cc1ccccc1)C2,-5.1
COC(=O)Nc1ccc(S(=O)(=O)Nc2cc(C(C)C)c(O)c(C(C)C)c2)cc1,-2.3
COC(=O)c1ccc(CSc2ncc(CO)n2CC(N)=O)cc1,-16.0
O=C(CNCC1CCCO1)N(Cc1ccccc1)Cc1ccco1 (configuration not stated),1.1
Nc1[nH]c(=S)nc2sc3c(c12)CCCC3,-8.9

(more compounds)
compound,mcGAS RapidFire
CC(C)N(Cc1nnc(-c2ccccc2)o1)S(=O)(=O)c1ccc(Cl)c(Cl)c1,0.0
Cc1ccc(C2=CCN(C(=O)CNC(=O)C3CCCCC3)CC2)cc1,11.7
Cc1cc(/C(=C\Nc2ccc(Cl)cc2)C(=O)Nc2ccc(Cl)cc2)on1,-16.7
CC(C)(C)C(=O)NCC(=O)N1CCN(c2ccccc2Cl)CC1,-14.9
CC1(C)CCC(=O)NCC(C)(C)CC1,-5.4
Cc1ccc(N2C(=O)CSC23CCN(C(=O)NC(C)(C)C)CC3)cc1,-8.5
CCn1c(SCC(=O)c2cccc(F)c2)nnc1-c1ccccc1,-1.2
C=CCn1c(SCC(=O)OC)nc2c1c(=O)n(C)c(=O)n2C,-4.0
C=Cc1ccc(CSc2nc3ncccc3[nH]2)cc1,-8.6
N#Cc1cccc(CN2CCN3C(C(=O)Nc4ccc(-n5cccn5)cc4)=COC3=NC2=O)c1,-7.0
Cc1cc(C2Nc3ccccc3-c3nc4ccccc4n32)c(C)n1C1CC1 (configuration not stated),3.5
COC(=O)c1ccc(CN2CCCC(C(=O)Nc3cccc(-n4cccn4)c3)C2)cc1 (configuration not stated),-0.7
CN(Cc1cnn(-c2ccccc2)c1)C(=O)CCl,-3.8
Cn1cc(CCC(=O)NC2CC(=O)N(CCc3ccccc3)C2)cn1 (configuration not stated),-6.6
CC1(C)C2CCC1(C)C(NC(=O)c1cc(F)cc3[nH]cnc13)C2 (configuration not stated),-5.5
CN(C)C(=O)c1ccc(Cn2cc(C(=O)NCc3cccc(C(F)(F)F)c3)sc2=O)cc1,-12.5
Cc1cc(N2CCOCC2)c2nncn2n1,-5.8
CCc1cc2c(N3CCOCC3)nc(C(C)C)nc2s1,-6.1
Cc1cccc(N2CCN(c3nc4nonc4nc3N3CCOCC3)CC2)n1,-12.4
O=C(NCCc1c[nH]c2ccccc12)c1cn(Cc2ccccc2Cl)nn1,-8.6
CNC(=O)Cn1cnc2c(-c3ccccc3)nsc2c1=O,-14.5
CC1(C)Oc2ccc3ccc(=O)oc3c2-c2cn[nH]c21,2.7
C=CCNC(=O)NC(=O)Cn1nnc(-c2cccs2)n1,-16.1
O=C(O)C1CC2(CCNCC2)CN1Cc1ccccc1OCCO (configuration not stated),-8.3
O=S(=O)(NCc1ccccc1)c1cccc2nonc12,5.1

Reformatted: 2 of the compounds above.
CC1(C)C2CCC1(C)C(NC(=O)c1cc(F)cc3[nH]cnc13)C2 (configuration not stated)
  mcGAS RapidFire: -5.5
O=C(O)C1CC2(CCNCC2)CN1Cc1ccccc1OCCO (configuration not stated)
  mcGAS RapidFire: -8.3

Other compounds.
compound,mcGAS RapidFire
CN1CCCC(CN(CCc2ccccc2)C(=O)c2cccc(Cl)c2)C1 (configuration not stated),-2.2
CN(CC(=O)NCc1ccccn1)C(=O)c1cc(-c2ccc(Cl)cc2Cl)on1,-3.7
Cc1noc(CNc2cc(C(F)(F)F)ccc2N2CCCC2)n1,-2.1
COc1ccc(C2CC(c3ccc(Br)cc3)=Nc3ncnn32)c(OC)c1 (configuration not stated),-1.2
COc1ccc([N+](=O)[O-])cc1NC(=O)c1cc2ccccc2o1,-1.4
O=C(c1conc1-c1ccccc1)N1CC(c2cccnc2)C1,-14.7
Cc1cc(OCC2CN(C(=O)Cc3c(F)ccc(C)c3F)CCO2)ccc1Cl (configuration not stated),-2.9
CC(C)(C)n1ncc2c(=O)n(NC(=O)c3ccc(Cl)cc3)cnc21,-3.5
CSc1nc(C)c(CCC(=O)Nc2ccccc2Cl)c(=O)[nH]1,8.2
COC(=O)Cn1c(=NC(=O)C2=COCCO2)sc2cc(S(C)(=O)=O)ccc21,-4.1
Cn1c(=O)c2c(SCC(=O)Nc3cccc4ccccc34)nc(C3CC3)nc2n(C)c1=O,10.2
NC1=NC(c2ccc(O)cc2)n2c(nc3ccccc32)N1 (configuration not stated),3.7
O=S(=O)(NCC1(N2CCOCC2)CCCCC1)c1ccc(Br)s1,-4.5
Cc1cc(C)[n+]2nc([S-])sc2n1,-2.5
CCC(CO)N(Cc1ccsc1)C(=O)c1cccnc1OC (configuration not stated),-14.7
CCCNc1nnc(SCc2cscn2)s1,-7.9
COc1ccc(N(Cc2nnc3n2CCCCC3)C(=O)Nc2ccc(C)cc2)cc1OC,-0.3
c1ccc2nc(N3CC[C@H]4CC[C@@H](C3)N4)cnc2c1,7.3
COc1ccc(-n2nc(C(=O)O)c(=O)n(Cc3cccc(Cl)c3)c2=O)cc1,-2.2
CC(C)(C)CN1CCC(Oc2cccc(C(=O)NCc3ccccc3)c2)CC1,2.6
O=C(c1cc(Cl)cc(Cl)c1)N(c1ccccn1)c1ccccn1,-4.1
CC(C)NC(=O)c1nnc2n1CCN(C(=O)c1ccccc1Cl)C2,-12.6
c1cc2c(cc1C1=NNC(=NC3CC3)SC1)CCC2,3.3
Cc1nn(C)c(C)c1CC(=O)NNC(=O)c1cc(Cl)ccc1O,0.5
COCC(C)n1c(C)cc(C(=O)COC(=O)CN=C2NS(=O)(=O)c3ccccc32)c1C (configuration not stated),-7.2
O=C(C1CC1)N1CCCN(c2nc3ccccc3[nH]2)CC1,-6.1
O=C(NCc1cccs1)C1CC(=O)N(C2CCCC2)C1 (configuration not stated),-0.9
CCCCCC(=O)Cc1cc(O)cc(O)c1C(=O)Oc1cc(CC(=O)CCCCC)c(C(=O)O)c(OC)c1,-2.1
CN(CC(=O)NCC(O)C1CCCCC1)C(=O)OC(C)(C)C (configuration not stated),-12.9
CC(OCC(F)(F)F)C(=O)N(Cc1ccco1)Cc1ccco1 (configuration not stated),7.4
CC(=O)N(c1nc(Cn2cnc(C#N)n2)cs1)c1ccc(C)cc1C,-0.7
CC(C)(C)NC(=O)Cn1cc(Cl)cn1,-6.3
COC(=O)c1cnc(NC(=O)C2(C)CCN(C(C)C)C2)s1 (configuration not stated),-7.3
O=C(NC1CC1)C1CCN(C2CCN(Cc3cccc4c3OCO4)CC2)CC1,7.7
CCn1cc(CN2CCCC(Nc3ccc4c(c3)OCO4)C2)c2ccccc21 (configuration not stated),-7.7
O=C(COc1ccc(C2CC(c3ccccc3)=NN2C(=O)c2cccs2)cc1)N1CCOCC1 (configuration not stated),-1.6
CCn1c(C2CCCN(C(=O)CC3CC4CCC3C4)C2)n[nH]c1=S (configuration not stated),5.1
COc1ccc(C2C(C(=O)c3ccccc3)C(O)(C(F)(F)F)N(C)C(=O)N2C)cc1 (configuration not stated),1.8
CC(=O)Nc1cc(NC(=O)N(C)Cc2cccc3ccccc23)ccc1C,-0.7
CCOC(=O)c1sc(NC(=O)C(C)(C)C)c(C(=O)OCC)c1C,-10.0
CCc1cccc(C)c1NC(=O)c1ccccc1N(Cc1ccccc1)S(C)(=O)=O,-0.8
COC(=O)c1ccc(CN2CCC(CO)(Cc3cccc(OC)c3)CC2)cc1,-7.1
CC(=O)N1N=C(c2ccco2)OC1C(=O)NN1CCCC1 (configuration not stated),-5.9
CC(=O)c1c(C)[nH]c(C(=O)O)c1C,-2.5
CC(C)CNc1cccc(Cl)c1C(N)=O,-2.5
CC(COc1ccc(F)cc1)NC(=O)N(C)Cc1ccc(C(F)(F)F)cc1 (configuration not stated),-34.3
Cc1cnc2n(c1=O)C(CC(=O)NCc1cccnc1)CS2 (configuration not stated),-4.9
Nc1nncn1C(=O)CCc1ccccc1,1.3
CCCCc1ccc(C2=N/C(=C\C=C\c3ccccc3)C(=O)O2)cc1,-7.1
CCOC(=O)c1ccc(Cn2ccnc2-c2ccccc2OC)o1,-14.3

Continued.
compound,mcGAS RapidFire
Cc1ccc(C2=NC(=Cc3cccnc3)C(=O)O2)cc1,-1.3
O=C(O)c1cccc(-n2c(C3CCC3)n[nH]c2=O)c1,-9.9
CCc1cccc(C)c1NS(=O)(=O)c1cc(Br)ccc1OC,-1.3
CCCCOc1ccc(-c2nc(C=Nc3ccc(Cl)cc3)c(O)o2)cc1,-12.1
O=C(NC1CCN(Cc2cc(F)cc(F)c2)CC1)C1CC2(CCNCC2)CN1 (configuration not stated),-20.4
COc1ccc(/C=C2/C(=N)N3N=C(c4ccccc4)SC3=NC2=O)cc1,-1.3
CC(=O)N1CCc2c(sc(NC(=O)C(C)C)c2-c2nc3ccccc3s2)C1,1.8
Cc1noc(C)c1C(=O)N1CSCC1C(=O)N1CCSCC1 (configuration not stated),-25.1
CCCCC(CC)C(=O)NCCNC(=O)c1ncccc1O (configuration not stated),6.6
Cn1c(C(=O)NCC#N)ccc1-c1ccccc1Br,12.8
Cn1c(SCc2nc3ccccc3c(=O)[nH]2)nc2ccccc2c1=O,-4.7
